D1 potentiator – enhances dopamine response at the human D1 receptor | P21728 | HEK293 TREx D1 cells, calcium flux, dopamine EC20 potentiation | potentiation, % at 10 µM | hit rate 0.036% among 360,000; in the data active means potentiation above about 30%; further: 0% is about no effect
Target sequence (P21728 whole entry, looked up): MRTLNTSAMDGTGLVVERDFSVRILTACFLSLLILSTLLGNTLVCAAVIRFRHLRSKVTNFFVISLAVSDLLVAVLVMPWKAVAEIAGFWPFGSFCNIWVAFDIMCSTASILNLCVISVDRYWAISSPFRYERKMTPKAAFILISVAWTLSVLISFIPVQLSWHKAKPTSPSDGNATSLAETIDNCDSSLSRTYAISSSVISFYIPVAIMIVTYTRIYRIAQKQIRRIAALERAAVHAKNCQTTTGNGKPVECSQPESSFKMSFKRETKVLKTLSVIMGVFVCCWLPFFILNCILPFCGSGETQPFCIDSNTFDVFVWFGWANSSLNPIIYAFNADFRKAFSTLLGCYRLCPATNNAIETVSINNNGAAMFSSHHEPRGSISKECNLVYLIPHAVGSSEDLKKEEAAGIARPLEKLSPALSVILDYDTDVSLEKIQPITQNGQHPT
D1 agonist – human D1 receptor agonism | P21728 | HEK293 T-REx D1 cells, calcium flux, agonist mode | activation, % at 2 µM | hit rate 1% among 360,000; in the data active means activation above about 30%; further: 0% is about no effect
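Tetracycline-induced HEK293 TREx D1 cells, force-coupled to calcium signalling, were dye-loaded with a no-wash calcium kit. Compound was pin-added after a 10 s baseline. Fluorescence was read kinetically at 1 cycle/s for 180 s, with calcium rises flagged as agonism.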
TRHR ag – agonists of human TRH receptor; hit rate 0.18% among 360,000; activation, % at 2 µM; P34981; TRHR cells, calcium flux fluo-8, FDSS agonist mode; in the data active means activation above about 30%; further: 0% is about no effect
Target sequence (P34981 whole entry, looked up): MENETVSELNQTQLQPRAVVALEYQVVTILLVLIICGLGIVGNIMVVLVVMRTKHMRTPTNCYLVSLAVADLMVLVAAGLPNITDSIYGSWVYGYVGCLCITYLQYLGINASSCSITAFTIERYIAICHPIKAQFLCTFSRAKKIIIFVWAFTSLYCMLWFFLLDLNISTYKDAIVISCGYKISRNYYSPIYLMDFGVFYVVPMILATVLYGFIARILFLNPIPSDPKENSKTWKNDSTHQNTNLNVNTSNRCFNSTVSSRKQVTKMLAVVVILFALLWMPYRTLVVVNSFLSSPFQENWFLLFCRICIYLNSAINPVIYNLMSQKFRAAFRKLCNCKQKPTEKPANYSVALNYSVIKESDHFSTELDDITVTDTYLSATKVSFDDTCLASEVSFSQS
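In this calcium-flux screen, cells bearing human TRHR are dye-loaded with fluo-8, baselined for 10 cycles, then exposed to library compounds; positive kinetic calcium responses during the agonist phase mark hits, with TRH as control.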
Apoferritin bind – binds horse apoferritin like a general anesthetic | P02791 | apoferritin/1-aminoanthracene competitive binding, fluorescence | Potency, µM (highest dose often 77.5 µM), for inactives: at the highest dose activity change, negative = displacement, actives largely listed as inhibitors | hit rate 0.074% among 350,000; further: potency means the concentration at half of the fitted maximal effect; on the % scale 0 is the no-effect control and ±100 the full control effect; nearly all actives have a fitted effect of over 20% in size
Target sequence (P02791 2-175 limits assumed): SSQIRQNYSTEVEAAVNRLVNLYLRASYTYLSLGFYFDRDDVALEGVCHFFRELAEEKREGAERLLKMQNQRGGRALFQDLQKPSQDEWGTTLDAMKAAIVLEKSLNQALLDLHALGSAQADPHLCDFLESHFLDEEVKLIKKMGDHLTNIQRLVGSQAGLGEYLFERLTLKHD
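Read-out: endpoint 1-AMA fluorescence, excitation 380 nm and emission 535 nm, after compounds sit 10 min at room temperature with 10 uM horse-spleen apoferritin in 50% saturated 1-AMA/PBS. Values come from four-parameter Hill fits.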
RXFP1 agonist – RXFP1 (human) receptor agonism | Q9HBX9 | HEK293T-RXFP1 cAMP TR-FRET, 30 min; response scale: percent of porcine relaxin response, buffer zero | Potency, µM (doses to about 57.5 µM), for the others: at the highest dose activation, most hits filed as activators | hit rate 0.3% among 370,000; further: potency means the concentration at half of the fitted maximal effect; on the % scale 0 is the no-effect control and ±100 the full control effect; nearly all actives have a fitted effect of over 60% in size; many of its hits are not listed in these tables
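HEK293 cells stably expressing RXFP1, treated 30 min at 37C with compounds plus PDE4 inhibitor Ro 20174; cAMP measured by HTRF TR-FRET. Normalized to buffer and 29 nM porcine relaxin; EC50 by Hill fit.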
D1 antag – antagonists of human D1 dopamine receptor; P21728; HEK293 TREx D1 cells, calcium flux, dopamine EC80; stronger effect = lower value; activity change, negative = inhibition, % at 10 µM; hit rate 3.2% among 360,000; AID 504652; in the data active means activity change below about -30%; further: on the % scale 0 is the no-effect control and ±100 the full control effect
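Allosteric or orthosteric antagonism assessed as attenuation of the calcium response to EC80 dopamine, added 180 s after compound, in induced HEK293 Trex D1 cells loaded with no-wash calcium dye.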
TRHR PAM – TRH receptor (human) allosteric enhancement; P34981; TRHR cells, fluo-8 calcium fluorescence, EC20 TRH enhancement; enhancement, % at 2 µM; hit rate 0.66% among 360,000; in the data active means enhancement above about 30%; further: 0% is about no effect
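TRHR-expressing cells loaded with fluo-8 calcium dye were read kinetically (ex 480/em 530) during compound addition, then stimulated with an EC20 of TRH (10 nM final). Enhancement of the Gq-mediated intracellular calcium response was scored.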
D2 potentiator – positively modulates the human D2 dopamine receptor allosterically; potentiation, % at 10 µM; HEK293 T-REx D2, calcium flux, EC20 dopamine potentiation; P14416; hit rate 0.34% among 340,000; AID 485347;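 active means potentiation over 3 SD above the plate norm, cut at about 30% in these data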; further: 0% is about no effect
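Cells plated with tetracycline inducer and held overnight at 30 C; calcium dye loaded 30–90 min at room temperature; baseline taken, compound added and read 180 s; EC20 dopamine then added and read 180 s.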
RXFP1 antag – antagonists of human relaxin receptor RXFP1 | Q9HBX9 | HEK293-RXFP1, relaxin-stimulated cAMP HTRF, 30 min; stronger effect = lower value | activity change, negative = inhibition, % at 57.5 µM | hit rate 0.59% among 350,000 | AID 1259400;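 active means activity change of -60% or lower, but not beyond a set lower limit; inconclusive means change between -60% and -40%, or beyond the set limit; inactive means change above -40%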; further: on the % scale 0 is the no-effect control and ±100 the full control effect
* = called active by the depositor; ? = inconclusive; . = no result given; & = joins results of further samples; [ ] = dose if it differs, or a comment. Unless noted, the call rests on the fitted dose curve; in most records, active means well fitted curve in the direction sought with a large enough effect; inconclusive means small, poorly fitted or top-dose-only effect, or another doubt; inactive means no such curve, though single readings can be large; an effect the other way counts as inactive or inconclusive. These rows are one share of the data, so the mix of outcomes need not match the whole.

SMILES	D1 potentiator	D1 agonist	TRHR ag	Apoferritin bind	RXFP1 agonist	D1 antag	TRHR PAM	D2 potentiator	RXFP1 antag
COc1cccc2sc3ccc(C#CC4(O)CCCCC4)cc3c(=O)c12	2	2	0.1	5%	3.4%	10	0	-5	.
COc1ccc(C2=NOC(Cn3nc(-c4ccccc4C)cc3C(=O)O)C2)cc1 (configuration not stated)	-1	1	-0.1	.	0.4%	.	2	-12	.
CCOC(=O)Cn1ccc(NC(=O)c2ccc3c(c2)OCO3)n1	-4	1	0.6	-3%	-2.2%	1	23	0	-7
Cn1nccc1C(=O)Nc1ccc(S(=O)(=O)N2CCCC2)cc1	1	3	0.2	-11%	-3.8%	1	-1	-3	-16
CCOC(=O)c1sc(/S(C)=N\S(=O)(=O)c2cccc(Cl)c2)c2c1CCC=C2 (configuration not stated)	-1	0	0.1	1%	0.3%	-25	24	-4	-1
Cc1nn(-c2ccc(C(=O)O)cc2)c(C)c1Oc1ccccc1O	2	1	-0.4	0%	-0.4%	4	-14	-4	0
O=C1CC(c2ccco2)CC2=C1C(c1ccccc1)n1nc(C(F)(F)F)nc1N2 (configuration not stated)	0&5	4&2	-1.9&-2.3	-22%	-0.2%	3&4	-1&7	7	2
COc1ccc(COC(=O)C2CC(=O)N(Cc3ccc(C)cc3)C2)cc1 (configuration not stated)	4	3	-1.1	-9%	1.3%	-9	4	-9	3
CCOc1ccc(CCNC(=O)c2cc(C)on2)cc1OCC	-1	3	0.0	-2%	-0.1%	5	-2	13	5
C=CCc1ccc(OCCn2cccc2C=O)c(OC)c1	6	-1	1.1	?	0.4%	15	-4	-5	5
Cc1cccc(-c2nsc(SCC(=O)NCC3CCCO3)n2)c1 (configuration not stated)	-7	9	0.0	-16%	2.0%	-17	-6	16	-23
O=C(NC1CCCCC1)C1c2ccccc2C(=O)N1Cc1ccc2c(c1)OCO2 (configuration not stated)	-2	2	-0.6	1%	1.4%	-14	-2	-8	5
Cc1cc(S(=O)(=O)Nc2ccc(C(=O)NCC(c3ccco3)N3CCCCC3)cc2)ccc1F (configuration not stated)	-4	0	0.0	.	0.7%	-7	-1	-4	-1
C=CCOc1ccc(C2/C(=C(\O)c3ccc4c(c3)CC(C)O4)C(=O)C(=O)N2CCN2CCOCC2)cc1OCC (configuration not stated)	2	5	-0.4	?	15%	0	3	2	-18
Clc1ccc(CSc2ccc(-c3cccnc3)nn2)cc1	10	-2	-0.6	?	-0.4%	-13	1	2	-15
COc1cccc(OC)c1C(=O)NC(=S)Nc1cccc(NC(=O)c2ccco2)c1	0	3	-1.5	-16%	1.0%	-10	-1	8	-3
Cc1ccc(NC(=O)CN(C)C(=O)c2ccc(Cl)nc2)cc1	-5	0	-0.1	5%	-1.2%	0	-5	-23	-8
O=C(Nc1cccc(Br)c1)Nc1nc2c(s1)CCCCCC2	-1	15	0.9	-8%	-1.2%	-15	4	4	-31
C=CCn1c(SCc2cc([N+](=O)[O-])cc3c2OCOC3)nc2cc(C(=O)O)ccc2c1=O	-5	0	-0.4	-6%	1.1%	-28	1	-2	-5
CC(C)Cn1c(N)c(C(=O)COC(=O)c2c(F)cccc2F)c(=O)n(C)c1=O	9	16	0.6	-17%	1.4%	1	-1	-3	-10
CN1CCN(c2oc(-c3ccccc3F)nc2S(=O)(=O)c2ccc(Cl)cc2)CC1	4	1	0.3	-14%	-1.1%	0	12	-23	-29
CCOC(=O)c1c(NC(=O)CSc2nnc(-c3c[nH]c4ccccc34)n2C)sc2c1CCCC2	-2	0	0.2	5%	0.7%	5	9	3	1
CCN(CC)C(=S)Nc1ccc(OC)cc1	-3	4	-0.2	-13%	2.6%	-4	-5	.	14
Cc1ccc(NC(=O)c2cc(S(=O)(=O)N3CCCCC3)ccc2N2CCOCC2)cc1F	-2	3	-0.3	?	-2.3%	.	-6	9	0
COc1ccc2[nH]c(=O)c(CN(C(=O)c3cccc(Cl)c3)c3ccccc3C)cc2c1	1	-1	0.1	-9%	18%	-5	-1	0	-4
CC1(C)CC(=O)C(C=N)=C(O)C1	0	1	-0.3	-5%	1.7%	-3	3	1	0
COc1cccc(CC(=O)OC(C)C(=O)Nc2ncc(Cl)cc2Cl)c1 (configuration not stated)	-2	5	-0.2	.	-0.3%	-3	-8	-9	-19
Cc1ccc(OCCCC(=O)Nc2ccccc2C(F)(F)F)cc1	4	1	-0.3	?	-4.4%	3	0	2	4
CC1=NN(C(=O)COc2ccc(C)c(C)c2)C(O)(c2ccccc2)C1 (configuration not stated)	4	1	0.9	-1%	0.7%	1	8	-14	-7
c1cn(CC2(Cn3ccnc3)COC2)cn1	-3	2	0.7	3%	0.0%	19	3	0	8
Cc1ccc(C(=O)NNC(=O)CCn2nnc3ccccc32)cc1	-6	2	0.6	-1%	0.3%	2	-7	9	-6
Cc1c(NC(=O)Cc2ccccc2)cccc1-c1nc2cccnc2s1	-3	6	-0.3	-9%	0.4%	-5	-1	-11	6
O=C(NCCN1CCOCC1)C(=O)NCC1OCCN1S(=O)(=O)c1ccc(F)cc1 (configuration not stated)	-2	1	0.3	-2%	1.6%	2	0	9	1
Cc1ccc(C(=O)Nc2ccc(O)c(C(=O)O)c2)o1	-8	4	0.4	1%	1.4%	-20	0	.	0
CN(C)/C=N/c1nc2nccc(-c3cccc(Cl)c3)n2n1	-1	0	-1.0	119%[activator]	21%	-10	-7	-5	-2
O=C(NCc1ccco1)c1ccc(NS(=O)(=O)c2cccc([N+](=O)[O-])c2)cc1	-2	3	0.2	-10%	-1.4%	-52*	5	9	10
Cn1c2c(c(=O)n(C)c1=O)CN(CCc1ccccc1)CN2	-1	2	-0.1	-3%	1.2%	-9	3	0	-2
O=C(NCC(=O)N1CCN(c2ccccc2O)CC1)c1ccco1	1	7	0.2	-14%	2.1%	7	-2	-9	4
CCOC(=O)c1c(C)[nH]c(C)c1S(=O)(=O)N1CCCC(C(=O)Nc2ccc(OC)c(OC)c2)C1 (configuration not stated)	-4	2	0.1	-2%	4.0%	7	7	4	-13
Cc1ccc(CN2C3CCCC2CC(NC(=O)c2ccc(F)cc2)C3)cc1 (configuration not stated)	-12	8	0.8	2%	3.7%	-45*	-1	-21	-18
Cc1ccc(C)c(/C=C/C(=O)c2ccccc(=O)c2O)c1	1	4	0.5	-18%	-0.8%	3	-4	8	?
COc1ccc(CCNc2nc(-c3cccnc3)nc3ccccc23)cc1OC	5	-3	-1.1	-11%	-1.8%	18	4	26	-5
Cc1ccc(-n2ccc(=O)c(-c3ccnc(SCc4cccc(Cl)c4)n3)n2)cc1	-6	7	-0.4	?	21%	11	2	15	-3
CCOc1cccc2cc(C(=O)NC(C)c3ccccc3)c(=N)oc12 (configuration not stated)	-4	0	0.4	-4%	-3.1%	2	21	-14	2
O=C(NCCCNC(=O)c1c(F)cccc1F)c1c(F)cccc1F	3	3	0.8	-2%	2.4%	14	-1	4	-6
CCOC(=O)c1nc2ccccc2nc1C	-3	0	1.2	-12%	1.3%	13	-1	0	.
S=c1[nH]nc2n1CCCN2	-4	0	0.9	-12%	-0.1%	15	-1	14	-11
COC(=O)C(Cc1ccc(O)cc1)NC(=O)c1ccc2c(c1)OCCO2 (configuration not stated)	-7	6	0.8	-11%	-2.1%	12	-2	11	1
O=C1c2ccccc2C(=O)N1CC(O)CN1CCOCC1 (configuration not stated)	9	1	-0.1	-7%	-3.9%	2	14	5	7
Cn1c(=O)c2c(nc3sccn32)n(C)c1=O	-4	0	-0.5	6%	9.9%	-4	0	4	-6

Entries of single compounds, looked up by structure:
Cc1ccc(C)c(/C=C/C(=O)c2ccccc(=O)c2O)c1 reads D1 potentiator = 1; D1 agonist = 4; TRHR ag = 0.5; Apoferritin bind = -18%; RXFP1 agonist = -0.8%; D1 antag = 3; TRHR PAM = -4; D2 potentiator = 8; RXFP1 antag = ?
O=C1c2ccccc2C(=O)N1CC(O)CN1CCOCC1 (configuration not stated) reads D1 potentiator = 9; D1 agonist = 1; TRHR ag = -0.1; Apoferritin bind = -7%; RXFP1 agonist = -3.9%; D1 antag = 2; TRHR PAM = 14; D2 potentiator = 5; RXFP1 antag = 7

(list continues)
SMILES	D1 potentiator	D1 agonist	TRHR ag	Apoferritin bind	RXFP1 agonist	D1 antag	TRHR PAM	D2 potentiator	RXFP1 antag
O=C(/C=C/c1ccc(OCCCF)cc1)NCc1ccc(Cl)cc1	2	4	0.7	-8%	3.9%	-3	5	-5	1
CC(c1ccccc1)C1CC(=O)N(Cc2ccccc2)C1=O (configuration not stated)	-5	2	-0.6	?	2.0%	-28	-3	3	10
COC(=O)[C@@H]1[C@@H](C)N(Cc2ccccc2)C(=O)N[C@H]1c1cccc(C(F)(F)F)c1	-3	3	-0.5	-9%	0.0%	6	-7	9	.
COC(=O)c1ccccc1NC(=O)Cn1c(=O)n(Cc2ccc(C(=O)NCc3ccc4c(c3)OCO4)cc2)c(=O)c2ccccc21	-1	15	2.2	4%	-1.3%	9	-1	-16	.
C[C@H](C(=O)CC(=O)OC(C)(C)C)[C@H](O)c1ccccc1	-1	6	0.7	-2%&-8%	0.5%	8	5	-6	.
CSc1nc2cc(S(=O)(=O)N3CCCCC3)ccc2s1	0	0	-1.1	4%	0.1%	-31*	5	-10	-9
COc1ccc(C(OC(=O)c2ccco2)C(=O)NCc2ccco2)cc1 (configuration not stated)	1	0	-0.2	-11%	-0.4%	-7	-5	3	0
CS(=O)(=O)Nc1ccc(C(=O)N2CCCCC2)cc1	0	-2	0.3	-9%	0.1%	1	-1	-4	0
Cc1noc(C(=O)Nc2cccc(O)c2)c1Cl	-6	-1	0.3	5%	-2.4%	5	10	1	-6
Cc1cccc(N=C2NC(=O)/C(=C/c3cn(C)c4ccccc34)S2)c1	0	8	1.4	2%	1.5%	-1	-12	-20	-34
COC(=O)c1ccc(C#Cc2ccccc2)o1	-6	5	-0.2	-7%	3.5%	-2	-4	1	-20
COC(=O)c1cc(N2CCNCC2)nc2ccccc12	-2	3	0.4	199%[activator]	2.7%	13	51*	-1	3
CCCC(=O)n1nc(-c2ccccc2)nc1N	-4	1	0.1	10%	-1.3%	-5	1	-1	-3
O=C(NCc1cccs1)c1cc(-c2cccs2)on1	8	4	0.1	-12%	-0.9%	-13	8	6	-21

Screening results from PubChem BioAssay.
